# PfHsp90 set2: reduces growth (ATP signal) of yeast expressing P. falciparum Hsp90 | S. cerevisiae expressing PfHsp90, BacTiter-Glo ATP, 48 h; yeast lacking PDR1 and PDR3 efflux regulators | inhibition, % at 9.4 µM | 0.32% of 310,000 active | AID 504621;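 active means every replicate shows inhibition above about 80%, whatever the replicate mean, limit read from the data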;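 further: 0% = DMSO neutral controls and 100% = 20 µM radicicol positive controls; yeast relying on Plasmodium falciparum Hsp90 in place of its own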
# PKA-R1A activ: activators of PKA-R1A complex. P00514+P68181. PKA-R1A dissociation, Cy5-IP20 fluorescence polarization; scaled: DMSO 0%, 113 µM cGMP 100%. activation, % at 11.4 µM. 0.083% of 340,000 active;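 active means percent activation above the mean of all tested compounds plus 3 SD, cut at about 19% in these data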;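 further: higher means more PKAc released from R1A so a rise in polarization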
# SUMO Mot1 rescue: inhibitors of SUMOylation pathway: yeast Mot1-301 growth rescue; growth rescue, % at 18.8 µM; S. cerevisiae Mot1-301 growth rescue, ATP luminescence, 38.5C; percent above DMSO median, 100 means doubled; 1% of 320,000 active;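 active means every valid replicate shows activation above 250% relative to neutral control wells; inactive means the rest, any valid replicate at or below 250%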;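 further: OY570 slx delta 5 strain wells were the positive control but not used for scaling; some compounds called inactive have numbers as strong as hits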
# Arrestin-AP2 inh: human beta-arrestin and AP2 interaction inhibition; FITC-arrestin peptide / GST-AP2 beads, flow cytometry; AP2 beta2 appendage carries R879A mutation; inhibition, % at 10 µM; 0.31% of 340,000 active; AID 504490;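 active means inhibition above a set limit, near 3 SD of compounds lacking own fluorescence, cut at about 54% in these data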;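 further: plate controls were DMSO wells for no effect and 5 µM unlabelled arrestin peptide for full effect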
#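 Material – AP2 appendage R879A on GSH beads · Buffer or medium – PBS with 0.05% Tween 20 and 0.1% BSA · Probe or stimulus – fluorescein-tagged arrestin peptide at 50 nM final · Incubation – compound with beads 12 min RT, then probe 1 h RT · Detection – high-throughput flow cytometry of beads, ex 488, em 535 nm · Evaluation – percent response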
# phage Ecoli inh: E. coli growth loss with phage present; growth absorbance; inhibition, % at 11.9 µM; 0.26% of 360,000 active; AID 651602; in the data active means inhibition above about 11%
# AddAB inh: less growth of phage-infected E. coli with AddAB | E. coli expressing H. pylori AddAB, absorbance growth | inhibition, % at 11.9 µM | 0.29% of 330,000 active | AID 435030; in the data active means inhibition above about 12%;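 further: 0% = vehicle wells of infected cells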
# OPRM1-OPRD1 inv: mu-delta opioid heterodimer inverse agonism. cell-based MOR-DOR heterodimer luminescence. AID 504357. P35372+P41143. 0.21% of 340,000 active. inhibition, % at 9.3 µM; in the data active means inhibition above about 22%, passing the limit was not always enough;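 further: 0% = cells with DMSO and 100% = wells without cells with DMSO; values of inactives mirror those of a sister screen read the other way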
# Tat export inh: E. coli Tat transport inhibition. 0.036% of 340,000 active. inhibition, % at 10 µM. E. coli MC4100 TorA-mCherry Tat export, fluorescence;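 active means mean replicate inhibition at least 50% and at least half of replicates individually reaching 50%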;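 further: exported cargo escapes ClpAP degradation while cytoplasmic cargo is degraded and loses fluorescence; 0% = median of neutral control wells and 100% = median of NaSCN control wells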
# Ecoli viability: bacterial growth inhibition, counter-screen for AddAB inhibitors | E. coli V3065 growth, OD600 absorbance, 18 h | inhibition, % at 11.9 µM | AID 449728 | 0.27% of 330,000 active;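 active means inhibition above the campaign's mean inhibition across all tested compounds plus 3 SD, cut at about 9.9% in these data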;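 further: uninfected addAB+ strain grown without phage in ampicillin broth; 0% = DMSO wells and 100% = ciprofloxacin 0.95 µg/ml wells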
# DSG3 Ab inh: human desmoglein-3 autoantibody binding inhibition; 0.48% of 310,000 active; P32926; binding (percent of control), % at 10 µM; DSG3-coupled beads, scFv-anti-DSG3-GFP binding, flow cytometry; stronger effect = lower value;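 active means binding more than 3 SD below its plate's average and above zero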;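 further: hits lower antibody fragment binding to DSG3; some compounds called inactive have numbers as strong as hits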
# Target sequence (P32926 whole entry, looked up, the tested form may be a part): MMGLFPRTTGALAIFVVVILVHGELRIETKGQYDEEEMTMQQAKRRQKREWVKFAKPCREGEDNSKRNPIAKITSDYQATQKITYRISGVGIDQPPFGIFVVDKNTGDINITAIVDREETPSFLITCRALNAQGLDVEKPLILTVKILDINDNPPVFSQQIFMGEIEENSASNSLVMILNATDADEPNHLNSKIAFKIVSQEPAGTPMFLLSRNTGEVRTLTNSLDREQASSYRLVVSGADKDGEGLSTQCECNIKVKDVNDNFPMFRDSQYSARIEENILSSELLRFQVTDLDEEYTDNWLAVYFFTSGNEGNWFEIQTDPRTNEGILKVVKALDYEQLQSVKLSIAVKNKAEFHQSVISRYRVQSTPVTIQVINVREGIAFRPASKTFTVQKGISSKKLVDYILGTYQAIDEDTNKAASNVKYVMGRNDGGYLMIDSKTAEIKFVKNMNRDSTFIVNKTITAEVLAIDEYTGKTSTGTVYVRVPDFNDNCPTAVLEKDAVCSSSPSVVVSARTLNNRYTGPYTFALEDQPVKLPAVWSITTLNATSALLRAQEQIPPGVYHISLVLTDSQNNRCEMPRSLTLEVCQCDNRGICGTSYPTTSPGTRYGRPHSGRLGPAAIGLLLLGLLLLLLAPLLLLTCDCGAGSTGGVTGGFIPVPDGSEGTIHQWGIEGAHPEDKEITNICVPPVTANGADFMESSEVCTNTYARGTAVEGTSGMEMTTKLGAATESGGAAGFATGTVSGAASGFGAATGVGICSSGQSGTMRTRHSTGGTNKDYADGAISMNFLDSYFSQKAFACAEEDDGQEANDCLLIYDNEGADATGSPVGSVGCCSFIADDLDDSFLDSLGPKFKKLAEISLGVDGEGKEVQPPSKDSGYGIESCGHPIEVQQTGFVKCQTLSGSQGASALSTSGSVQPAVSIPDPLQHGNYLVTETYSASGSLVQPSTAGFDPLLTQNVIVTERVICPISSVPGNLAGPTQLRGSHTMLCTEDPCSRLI
# MOR-DOR ag: agonists of human mu-delta opioid receptor heterodimerization | P35372+P41143 | 0.3% of 340,000 active | activation, % at 9.3 µM | AID 504326 | cells, OPRM1-OPRD1 heterodimerization, luminescence; in the data active means activation above about 18%;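 further: 0% = vehicle-treated cells and 100% = reference agonist; values of inactives mirror those of a sister screen read the other way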
# An asterisk follows results filed as active; x = not tested or not shown; & = joins results of further samples.
entry	SMILES	PfHsp90 set2	PKA-R1A activ	SUMO Mot1 rescue	Arrestin-AP2 inh	phage Ecoli inh	AddAB inh	OPRM1-OPRD1 inv	Tat export inh	Ecoli viability	DSG3 Ab inh	MOR-DOR ag
1	Cc1ccc(-n2nc3c(=O)n(CC(=O)NCc4ccccc4Cl)nc(C)c3c2C)cc1	21	3	-20	12	2.8	0.3	8	1	1.4	101	-1.6
2	C[C@H](CO)N1C[C@H](C)[C@@H](CN(C)S(C)(=O)=O)Oc2ccc(NC(=O)Cn3cnnn3)cc2C1=O	-8	-11	-4	2	5.0	3.7	16	-11	-0.7	100	-3.5
3	C=C(C)c1cccc(C(C)(C)NC(=O)N2CCCC(C)C2)c1 (stereo unspecified)	-7	3	4	28	1.3	4.9	12	5	4.0	98	-2.0
4	CC1=NN(c2ccc(Cl)cc2)C(=O)/C1=C\c1cccn1-c1ccc(S(N)(=O)=O)cc1	-31	-8	10	24	3.3	1.2	14	2	-1.2	85	-2.8
5	Cc1cccc(OCc2nnc(SCC(=O)Nc3cccc(C(=O)N4CCOCC4)c3)n2C)c1C	-14	-5	-13	0	3.6	0.0	15	0	-1.6	95	-2.4
6	C#CCOCCOCCOCCNc1nc(N2CCN(C(=O)[C@H](CCCCN)n3cc(CN)nn3)CC2)nc(N2CCN(C(=O)[C@H](CC(N)=O)n3cc(C(N)[C@H](C)CC)nn3)CC2)n1 (stereo partly specified)	3	-13	-13	4	3.5	-2.5	10	6	-3.3	106	-1.9
7	COc1ccc(C(=O)Nc2nc(C)cc(C)n2)cc1	-2	-3	-8	-4	-0.6	1.1	0	0	2.5	111	-0.1
8	Cc1nn(C)cc1CN(C)C(=O)c1cc(-c2ccccc2)nc2ccc(Br)cc12	-2	-7	10	6	1.4	3.2	-1	10	-0.7	x	0.3
9	O=C(NNC(=S)Nc1ccc(F)cc1)C1[C@H]2CCCC[C@@H]12 (stereo partly specified)	x	x	-21	-2	1.5	3.6	x	x	-0.7	115	x
10	Cc1ccc(S(=O)(=O)N2CCOCC2)cc1C(=O)OCc1nnc(-c2ccccc2)o1	5	7	107	24	0.9	1.2	-5	10	-0.8	98	0.8
11	O=C(CSc1ccc2nnc(-c3ccccn3)n2n1)NCc1ccco1	-10	-4	-10	-1	0.4	1.0	15	0	2.5	98	-2.6
12	CCN(Cc1ccccc1)C(=O)COc1ccccc1	4	0	-5	8	0.9	-0.2	0	-5	0.6	109	0.0
13	O=C(COC(=O)COc1ccc(Cl)cc1)NC1CCCC1	8	-6	21	36	-0.1	2.3	-5	5	1.4	111	1.2
14	O=C(/C=C/C=C/c1ccccc1)CC1(O)C(=O)N(CCc2ccccc2)c2ccccc21 (stereo unspecified)	x	-11	-6	-10	-0.8	2.9	-20	15	1.0	102	3.9
15	CCC(c1nnnn1Cc1ccco1)N(CCc1ccccc1)Cc1cc2cc(C)ccc2[nH]c1=O (stereo unspecified)	29	-13	-16	-2	2.7	2.7	5	17	-1.1	x	-1.1
16	O=C(N/N=C/c1ccncc1)c1ccccc1[N+](=O)[O-]	-2	-15	35	-11	6.3	-0.1	10	-9	-0.3	85	-2.1
17	CCC(SC1=N/C(=C/c2ccccc2)C(=O)N1c1ccccc1)C(=O)Nc1cc(C)on1 (stereo unspecified)	-16	1	5	6	1.0	-0.9	16	-3	0.6	100	-3.0
18	COc1cc2c(cc1OC)C(c1ccc(C(F)(F)F)cc1)CC(=O)N2 (stereo unspecified)	6	11	-8	-9	0.3	1.5	11	-4	0.6	97	-2.3
19	OC1(C2(O)CC(c3ccccc3)ON2)CCCCC1 (stereo unspecified)	13	-4	56	7	2.9	-1.8	18	-7	-1.4	100	-3.7
20	Cc1ccc(-c2n[nH]c(=O)c3ccccc23)cc1S(=O)(=O)NCC1CCCO1 (stereo unspecified)	21	11	0	-14	0.2	2.2	-2	-1	0.6	x	0.2
21	Cc1noc(C)c1S(=O)(=O)N1CCC(C(=O)O)CC1	2	3	0	6	-0.8	-4.4	3	10	-3.2	104	-0.9
22	COC(=O)c1ccccc1-c1ccc(/C=C2\C(=O)N(c3ccccc3)N=C2c2ccccc2)o1	-1	-6	129	1	-0.2	0.9	12	-9	0.9	104	-2.3
23	O=C1C=C(c2ccc(Cl)nc2)C[C@@H](c2ccc3c(c2)OCO3)C1	-14	-17	22	29	0.6	1.4	-3	3	0.1	106	0.6
24	COc1ccc(C)cc1NC(=O)COC(=O)c1c(C)nn(-c2ccccc2)c1C	-5	-2	-11	8	-0.6	-2.3	-9	-4	-1.9	96	2.2
25	CCOC(=O)CN1C(=O)N[C@H](c2ccc(Br)cc2)C(C(C)=O)=C1C	-13	-8	4	3	0.9	-1.8	14	7	-2.8	93	-2.6
26	CCOC(=O)N1CCN(C(=O)C2CCC(=O)N(CCCc3ccccc3)C2)CC1 (stereo unspecified)	-2	-3	-7	-13	2.0	x	14	1	x	102	-2.6
27	COc1ccc(C(=O)NCc2nnc(SCC(=O)c3ccccc3)n2C)cc1OC	x	-9	6	-6	1.8	1.1	2	-11	1.6	85	-0.4
28	O=C(COC(=O)c1ccc(O)cc1O)Nc1cccc2ccccc12	12	3	-20	-11	1.6	3.5	4	1	1.1	98	-0.8
29	CCc1ccccc1NC(=O)COc1ccc2oc(-c3ccc(OC)cc3)cc(=O)c2c1	-27	-3	-3	29	3.5	3.7	7	4	0.0	88	-1.3
30	CC(C)c1ccc(C(CC(=O)O)NC(=O)c2cccs2)cc1 (stereo unspecified)	14	-3	18	4	4.9	3.5	10	-1	0.7	98	-2.0
31	O=C(CN1CCCCCC1)Nc1ccccc1Oc1ccccc1	x	-5	-7	12	0.6	2.4	-14	12	0.6	124	3.0
32	COc1ccc(S(=O)(=O)N2CCCOC2CNC(=O)C(=O)NCCCn2ccnc2)cc1OC (stereo unspecified)	1	5	-8	0	2.1	0.5	25	-6	0.2	105	-5.4
33	CCOCCCNC(=O)C(c1ccccc1)N(Cc1cccs1)C(=O)CNC(C)=O (stereo unspecified)	17	-1	-4	-4	1.6	0.5	9	-15	1.4	100	-1.4
34	O=C(CC1CCS(=O)(=O)C1)Nc1ccc[nH]c1=O (stereo unspecified)	4	-8	-10	-4	0.7	4.8	-5	-9	1.5	99	1.1
35	CC(=O)Oc1ccc(N2C(=O)c3cccc4c([N+](=O)[O-])ccc(c34)C2=O)cc1	-8	-4	2	40	1.7	0.7	-16	8	-3.5	119	3.2
36	O=C(Nc1cccc(C2OCCCO2)c1)c1cccs1	14	6	1	23	2.8	0.4	17	-7	0.3	93	-3.3
37	CN1c2ccsc2/C(=N/Nc2ccccc2)CS1(=O)=O	-2	4	-9	35	3.0	-2.1	-28	-3	1.2	86	5.0
38	CCn1c(SCC(=O)N(C)C)nc2cc(S(=O)(=O)N3CCOCC3)ccc21	7	2	7	37	3.7	-1.0	5	-3	0.5	99	-1.0
39	O=C(c1noc2c1CCCC2)N1CCOCC1	0	-4	178	4	x	4.3	11	9	1.0	97	-2.1
40	Cc1ccc2c(c1)C(c1ccccc1)N(C(=O)c1ccc3c(c1)OCO3)CC(=O)N2 (stereo unspecified)	-12	-15	-11	29	-0.3	-2.8	18	0	0.2	104	-3.4
41	COc1c(C(C)C)oc2cc3oc(=O)ccc3cc12	-31	-9	x	7	5.3	2.1	7	6	4.5	105	-1.4
42	Brc1ccc2[nH]c3nc(SCCN4CCOCC4)nnc3c2c1	10&26	7&-4	-1&15	24&13	3.9&4.3	2.2&-0.8	11&-6	-2&3	-1.1&-1.1	102	-2.6&1.1
43	COc1ccc(C(C[N+](=O)[O-])c2c(-c3ccccc3)cc3ccccn23)c(OC)c1 (stereo unspecified)	-9	10	18	7	0.7	-0.6	-8	-4	-0.7	99	1.5
44	CC(C)c1ccc(COC(=O)CN2C(=O)NC3(CCCCC3C)C2=O)cc1 (stereo unspecified)	x	1	x	-8	-0.1	x	-39	4	x	101	7.6
45	CCCCNC(=O)C1CCC(CNc2c(N3CCC(C)CC3)c(=O)c2=O)CC1 (stereo unspecified)	-23	3	-15	7	3.7	0.8	12	-4	1.1	96	-2.2
46	CC(C)=CCC(C)(C)C1OCCN1C(=O)Nc1ccccc1 (stereo unspecified)	-33	-7	119	11	3.7	3.1	5	-4	-0.2	97	-0.9
47	CCOc1cc(-c2cc(N)n[nH]2)cc(OCC)c1OCC	-3	-1	9	-3	1.4	-3.9	7	-5	-4.2	104	-1.3
48	Cc1ccc(-c2noc(CN(C(=O)CCCCCN3C(=O)c4ccccc4C3=O)C(C)C)n2)cc1	25	-7	-16	-6	1.7	3.0	10	10	1.6	97	-1.8
49	COc1ccccc1NC(=O)/C=C\C(=O)O	11	-6	-13	12	2.9	3.7	-14	1	0.3	95	1.9

# Shown screen by screen: part of the list above
42) Brc1ccc2[nH]c3nc(SCCN4CCOCC4)nnc3c2c1
43) COc1ccc(C(C[N+](=O)[O-])c2c(-c3ccccc3)cc3ccccn23)c(OC)c1 (stereo unspecified)
44) CC(C)c1ccc(COC(=O)CN2C(=O)NC3(CCCCC3C)C2=O)cc1 (stereo unspecified)
45) CCCCNC(=O)C1CCC(CNc2c(N3CCC(C)CC3)c(=O)c2=O)CC1 (stereo unspecified)
46) CC(C)=CCC(C)(C)C1OCCN1C(=O)Nc1ccccc1 (stereo unspecified)
47) CCOc1cc(-c2cc(N)n[nH]2)cc(OCC)c1OCC
48) Cc1ccc(-c2noc(CN(C(=O)CCCCCN3C(=O)c4ccccc4C3=O)C(C)C)n2)cc1

screen / no.	42	43	44	45	46	47	48
PfHsp90 set2	10&26	-9	x	-23	-33	-3	25
PKA-R1A activ	7&-4	10	1	3	-7	-1	-7
SUMO Mot1 rescue	-1&15	18	x	-15	119	9	-16
Arrestin-AP2 inh	24&13	7	-8	7	11	-3	-6
phage Ecoli inh	3.9&4.3	0.7	-0.1	3.7	3.7	1.4	1.7
AddAB inh	2.2&-0.8	-0.6	x	0.8	3.1	-3.9	3.0
OPRM1-OPRD1 inv	11&-6	-8	-39	12	5	7	10
Tat export inh	-2&3	-4	4	-4	-4	-5	10
Ecoli viability	-1.1&-1.1	-0.7	x	1.1	-0.2	-4.2	1.6
DSG3 Ab inh	102	99	101	96	97	104	97
MOR-DOR ag	-2.6&1.1	1.5	7.6	-2.2	-0.9	-1.3	-1.8
